Screening data (PubChem)
Growth percent in the NCI-60 one-dose screen (48 h, 10 µM unless noted): 100 = growth as untreated, 0 = no growth, -100 = all killed.
HL-60(TB): HL-60(TB) leukemia cells; hit rate 9% among 78,000; active = growth percent below 10
* = called active by the depositor; & = joins results of further samples. Not all compounds are listed; count on the stated rates, not on these rows.

Start of the data: the first seven records as a preview:
SMILES	HL-60(TB)
NS(=O)(=O)c1cnccc1-n1ccc(=O)c(S(N)(=O)=O)c1	56
CC(C)=C1C(=O)N(c2ccccc2)N(c2ccccc2)C1=O	110
O=C(c1ccccc1)C1C(=O)c2ccccc2C1=O	98
CCCCCCCCCC(=O)Oc1ccc(/C(=C(/C)Cc2cccc(OC)c2)c2ccc(OCCN3CCCC3)cc2)cc1	98
CCOc1ccc(N(CCN(C)C)C(=O)C(c2ccccc2)c2ccccc2)cc1	89
CC[N+](C)(CC)CC[N+]1(C)Cc2c(Cl)c(Cl)c(Cl)c(Cl)c2C1	85
CS(=O)(=O)c1ccc(-n2nc(C(=O)N3CCC(Cc4ccccc4)CC3)cc2-c2ccccc2)cc1	79

Results, from the start:
SMILES	HL-60(TB)
NS(=O)(=O)c1cnccc1-n1ccc(=O)c(S(N)(=O)=O)c1	56
CC(C)=C1C(=O)N(c2ccccc2)N(c2ccccc2)C1=O	110
O=C(c1ccccc1)C1C(=O)c2ccccc2C1=O	98
CCCCCCCCCC(=O)Oc1ccc(/C(=C(/C)Cc2cccc(OC)c2)c2ccc(OCCN3CCCC3)cc2)cc1	98
CCOc1ccc(N(CCN(C)C)C(=O)C(c2ccccc2)c2ccccc2)cc1	89
CC[N+](C)(CC)CC[N+]1(C)Cc2c(Cl)c(Cl)c(Cl)c(Cl)c2C1	85
CS(=O)(=O)c1ccc(-n2nc(C(=O)N3CCC(Cc4ccccc4)CC3)cc2-c2ccccc2)cc1	79
O=C1NC(=O)C2(N1)c1ccccc1-c1ccccc12	92
N#Cc1cn(Cc2ccco2)c(=O)[nH]c1=O	254
CC/C(=N\N=C(/CC)c1ccc(Cl)cc1)c1ccc(Cl)cc1	100
COc1ccc(-c2nc(-c3nc4ccc(OC)cc4[nH]3)cc3c2[nH]c2ccccc23)cc1	35
Cc1c(N(C)C)c(=O)n(-c2ccccc2)n1C	114&103
CN(C)c1ccc(/C=N/NC(=O)c2cnc3n(c2=O)CCCCC3)cc1	117
COc1ccc(C2SC(C)C(=O)N2NC(=O)c2[nH]c3ccc(F)cc3c2-c2ccccc2)cc1 (stereo unspecified)	106
COc1ccc(NC(=O)COCCOCCNC[C@@H]2C(=O)O[C@H]3[C@H]2CC/C(COC(=O)OC/C2=C/CC[C@@]4(C)O[C@H]4[C@H]4OC(=O)[C@@H](CN(C)C)[C@@H]4CC2)=C\CC[C@@]2(C)O[C@@H]32)c(O)c1C(N)=O	-48*
O=c1c2ccccc2nc(-c2ccccc2)n1/N=C/c1ccc2ccccc2c1	36
NNC(=O)COc1ccc(-c2nc3ccc([N+](=O)[O-])cc3[nH]2)cc1	86
Cc1ccc(C)c2c1SC1=NNC(Nc3ccccc3)=C(C#N)C(=N)N12	120
c1ccc(C[C@H]2CNCc3ccccc32)cc1	91
Cc1cccc(C)c1NC(=O)NS(=O)(=O)c1ccccc1	108
CCC1CCCC/C1=N\Nc1ccc([N+](=O)[O-])cc1[N+](=O)[O-] (stereo unspecified)	93
C/C(=N\O)C1CC[C@]2(C)[C@@H]1CC[C@@H]1[C@@]3(C)CC/C(=N/O)C(C)(C)[C@@H]3CC[C@]12C (stereo partly specified)	92
COC(=O)C1(C)CC1(c1ccccc1)c1ccccc1 (stereo unspecified)	89
COc1cc2ncnc(Oc3ccc(NC(=O)Nc4cnn(C(C)C)c4)c4ccccc34)c2cc1OC	74
O=C1C(=O)c2ccccc2C(O)=C1CCCc1ccc(C2CCCC2)cc1	21

The results go on.
SMILES	HL-60(TB)
O=c1[nH]cnn1-c1ccccc1	93
NS(=O)(=O)c1ccc(N/N=C(\CS(=O)(=O)c2ccccc2)c2cc3cc(Br)ccc3o2)cc1	101
COc1ccc(NC(=O)CSC(N)=O)cc1	95
COC1=CC2C(C)(O)c3ccccc3N3C(=O)COC23C=C1 (stereo unspecified)	86
CCN(CC)CCC(CN=C(N)N)c1ccccc1 (stereo unspecified)	99
CCOc1ccccc1N1C(=O)CC(Sc2ccccc2N)C1=O (stereo unspecified)	107
CN1CC(=O)[C@@H]2C[C@@]23c2cccc4[nH]cc(c24)C[C@@H]13	113
O=C(NCC(=O)N1CCCC1)N/N=C/c1ccccc1O	99
CCOC(=O)c1ccc(N(C=O)CCC(=O)CCl)cc1	-29*
Clc1ccc(Sc2nc(NC3CCCCCC3)nc(Sc3ccc(Cl)cc3)n2)cc1	97
Nc1c(C(=O)c2ccc(Cl)s2)sc2nc3c(cc12)CCCC3	106
COc1cc2nc(Sc3ncccc3C(=O)O)n(-c3ccccc3)c(=O)c2cc1OC	111
CCC1(CCO)C(=O)NC(=O)NC1=O	90
O=C(Nc1ccccc1C(=O)N/N=C/c1cc2ccccc2cn1)c1ccc(F)cc1	66
C=C(C)[C@@H]1CC[C@]2(COS(C)(=O)=O)CC[C@]3(C)[C@H](CC[C@@H]4[C@@]5(C)CCCNC(C)(C)[C@@H]5CC[C@]43C)[C@@H]12	34
N#Cc1nnc2cc(-c3ccccc3)nn2c1-c1ccco1	97
Brc1cc(-c2cc(-c3ccc4c(c3)OC=CO4)[nH]n2)cs1	92
CC[C@H](c1ccc(F)cc1)[C@@H](CC)c1ccc(O)c(O)c1	90
O=P(O)(O)OCC1OC(n2cnc3c(NCc4ccco4)ncnc32)C(O)C1O (stereo unspecified)	-6.9*
O=C1CCN(C(=O)Cc2ccccc2)c2ccccc21	86
Cc1ccc(S(=O)(=O)N/N=C/c2ccccc2Cl)cc1	101
CCCC1OC(c2ccc(C(C)C)cc2)OCC1CC (stereo unspecified)	93
CN(C)c1ccc(-n2nc3ccccc3n2)cc1	91
Nc1nc(Cl)c2c(ncn2Cc2ccc(CCl)cc2)n1	91
NC(=S)N/C=C\c1nc2ccccc2[nH]c1=O	94

Reformatted bar-delimited: part of the list above
compound | HL-60(TB)
NS(=O)(=O)c1ccc(N/N=C(\CS(=O)(=O)c2ccccc2)c2cc3cc(Br)ccc3o2)cc1 | 101
COc1ccc(NC(=O)CSC(N)=O)cc1 | 95
COC1=CC2C(C)(O)c3ccccc3N3C(=O)COC23C=C1 (stereo unspecified) | 86
CCN(CC)CCC(CN=C(N)N)c1ccccc1 (stereo unspecified) | 99
CCOc1ccccc1N1C(=O)CC(Sc2ccccc2N)C1=O (stereo unspecified) | 107
CN1CC(=O)[C@@H]2C[C@@]23c2cccc4[nH]cc(c24)C[C@@H]13 | 113

More results follow.
SMILES	HL-60(TB)
COc1ccc(Cl)cc1Nc1nc(C(F)(F)F)ccc1C(=O)N/N=C/c1ccccc1Cl	-11*
CC(O)C(O)C(N)CC=O (stereo unspecified)	70
Nc1ccc(C2(c3ccccc3)Nc3ccccc3S2)cc1 (stereo unspecified)	100
O=C(O)C1CCC(=O)N1C(=O)OCc1ccccc1 (stereo unspecified)	84
O=C(CSc1nc2sc3c(c2c(=O)n1Cc1ccccc1)CCCC3)Nc1ccc(Cl)cc1	101
C#Cc1nc(C(=O)NCCC(=O)Nc2ccc(NC(=O)c3ccc(/C=C/C(=O)c4nccn4C)cc3)cc2)cs1	12
COc1cc(C2CC(c3ccc(Oc4ccc(Cl)cc4)cc3)=NN2c2nc(-c3ccc(Cl)cc3)c(C#N)c(N3CCOCC3)n2)cc(OC)c1OC (stereo unspecified)	102
O=C1c2nccnc2C(=O)N1c1c(Cl)cc(Cl)cc1Cl	99
CCOc1ccc(C2OCCC(C)O2)cc1OC (stereo unspecified)	122
COc1cc(/C=C2\Oc3cc(OCC(=O)c4ccccc4)ccc3C2=O)cc(OC)c1OC	118
O=C(O)c1ccccc1/C=N\Nc1ccc([N+](=O)[O-])cn1	110
CNc1nc2c(s1)C(c1c(C)sc3ccccc13)CC(=O)N2 (stereo unspecified)	94
NC(=O)NN=C1CCCCC1	94
CCNCCNc1cc(-c2ccc(Cl)c(Cl)c2)c(C#N)c2nc3ccccc3n12	-62*
COC1=C[C@@]23CCCN2CCc2cc4c(cc2[C@H]3[C@H]1OC(=O)CCCC(C)C)OCO4	101
CCc1c(-c2ccccc2)n[nH]c1-c1[nH]nc(-c2ccccc2)c1CC	97
COc1ccc(C(=O)Nc2nc(-c3ccc(OC)cc3)cs2)cc1	111
O=c1[nH]cc(F)c(=S)[nH]1	101
CC(=O)CC/C=C(\C)CCC=C(C)C	91
CC(=O)c1ccc2c(c1)Cc1cc(C(C)=O)ccc1-2	112
C[C@]1(O)CC(=O)[C@]2(O)C3=C(C=C[C@]2(O)C1)C(=O)c1c(O)cccc1C3=O	-44*
Nc1nonc1-n1nncc1-c1ccc(Cl)s1	103
CCC(=O)c1ccc([N+](=O)[O-])o1	75
COc1ccc(C2=CC(c3cc(OC)c(OC)c(OC)c3)n3ncnc3N2)cc1 (stereo unspecified)	-30*
COc1ccccc1NC(=O)/C(=C\n1c(=S)[nH]c2ccc([N+](=O)[O-])cc21)C(C)=O	96

The list goes on.
SMILES	HL-60(TB)
CC(=O)OCC1OC(n2ccc(=O)[nH]c2=O)C(OC(C)=O)C1OC(C)=O (stereo unspecified)	103
COc1ccc2c(c1)nc(N)c1c3cccnc3cn21	15
Cc1cc(C)nc(NS(=O)(=O)c2ccc(Nc3nc4nc(=S)[nH]c(-c5ccc(O)cc5)c4c(=O)[nH]3)cc2)n1	91
COc1cc2nc3c(=O)n(-c4ccc(C#N)cc4)cnn3c(=O)c2cc1OC	92
CC(C)(C)c1nc(N)c2c(Nc3ccc(Cl)cc3)[nH]nc2n1	84
O=c1[nH]c(N2CCCCC2)nc2nccc(-c3ccncc3)c12	98
NC(=O)c1cc(Sc2ccccc2)nc2ccccc12	85
COc1ccc2c(c1)c(-c1nc(N)nnc1-c1cn(C)c3ccc(Br)cc13)cn2C	76
O=C1NC(=NCCO)S/C1=C\c1ccc(O)cc1	71
CC12OOC(C)(OO1)C2CCC(=O)NCCCNc1ccnc2cc(Cl)ccc12 (stereo unspecified)	97
COc1ccc([C@H]2c3[nH]c4ccccc4c3C[C@H]3C(=O)N(CCCCCCC(=O)NO)CC(=O)N23)cc1OC	109
CNC(=O)OCc1snc(-c2ccccc2)c1COC(=O)NC	103
COC(=O)c1cc(=O)n2[nH]c(Nc3ccccc3)c(-c3nc4ccccc4s3)c2n1	83
CC(C)N(C(=O)CSc1nc2c([nH]1)c(=O)n(C)c(=O)n2C)c1ccccc1	96
O=C(Nc1ccccc1O)c1ccc(CNC(=O)c2ccccc2Nc2ccnc(C(F)(F)F)c2)cc1	77
C#CCOc1ccccc1C(OC(=O)c1ccccc1)C(=O)NC(C)(C)C(C)(C)C (stereo unspecified)	95
CC(C)[C@H]1CC[C@@](C)(C(=O)OCc2ccc3c(c2)OCO3)C1	100
CN1CCCc2cc3c(cc21)oc1ccccc13	110
[2H]C([2H])([2H])Oc1ccc(Cl)cc1/C=C/C(=O)/C=C(/C=C/c1cc(Cl)ccc1OC([2H])([2H])[2H])OB(F)F	71
CC1(C)OC(=O)C(=Cc2cccc(Cl)c2)C(=O)O1	107
CCCCCN1C=C/C(=C\C(=O)N(C)c2ccccc2Br)c2ccccc21	77
CCC(C)n1cnc2c(Nc3ccccn3)nc(Cl)nc21 (stereo unspecified)	107
O=C(O)c1ccc(/C=N\N=C\c2ccco2)cc1	62
Cn1c(=O)c2c(nc(Sc3nc(N)cc(=O)[nH]3)n2CC(=O)Nc2ccc(S(N)(=O)=O)cc2)n(C)c1=O	108
CCC(CNc1cc(OC)cc2cccnc12)NC1CCCCC1 (stereo unspecified)	78

Next section
SMILES	HL-60(TB)
CCCCCCNC(=O)Oc1ccc(/C(=C(\C)c2ccc(Cl)cc2)c2ccc(OCCN3CCCCC3)cc2)cc1	-19*
COC(=O)C1=CO[C@@H](C)[C@@H]2CN3CCc4c([nH]c5cc(OC)ccc45)[C@@H]3C[C@H]12	87
COc1ccc(N)c(S)c1	93
FC(F)(F)c1nc2nc(Cl)c(Cl)nc2[nH]1	86
Cc1ccc2c(c1)C(=O)/C(=C/c1cccc(F)c1)S2	99
COc1cc(-c2nc(SCC(C)C)nc(NC(C)(C)C)c2C#N)cc(OC)c1OC	67
COc1c(N2CC3CCCNC3C2)c(F)cc2c(=O)c(C(=O)N/N=C/c3ccoc3)cn(C3CC3)c12 (stereo unspecified)	98
Cc1cccc(C)c1NC(=O)CSC(N)=O	100
CC1(C)C(=O)/C(=C\c2ccco2)C[C@]2(C)[C@H]3CC[C@@H]4[C@@H](C(=O)/C=C/c5ccco5)CC[C@@]4(C)[C@]3(C)CC[C@@H]12	82
C#CCN(C)CCCOc1ccc(NCc2ccc(/C=C/C(=O)NO)cc2)cc1Cl	6.1*
CCOC(=O)c1c(C)nc2c(c1N)CC(=O)N2Cc1cccc(OC)c1	82
CCOc1ccc(C)cc1N	85
COc1ccc(C(=O)C[C@]2(O)C(=O)Nc3c(Cl)ccc(Cl)c32)cc1	-6.6*
COc1cc(C(=O)c2cnc(-c3cccc4[nH]ccc34)[nH]2)cc(OC)c1OC	-29*
Cc1cc(=O)oc2cc(OC(=O)N(C(C)C)C(C)C)ccc12	95
O=[N+]([O-])c1cccc(-c2nc3sccn3c2-c2ccnc(NCCCNS(=O)(=O)c3ccc(F)cc3)n2)c1	-13*
Cc1ccc2nc(C)cc(Nc3cccc(C(F)(F)F)c3)c2c1	100
CCNc1cc(-c2cccc(OC(F)(F)F)c2)nc2ccc(N3CCCC3)cc12	-47*
C=C(C)[C@@H]1CC[C@]2(C(=O)N3CCN(CC)CC3)CC[C@]3(C)[C@H](CC[C@@H]4[C@@]5(C)C/C(=C/c6cccc(I)c6)C(=O)C(C)(C)[C@@H]5CC[C@]43C)[C@@H]12	102
O=c1[nH][n+](-c2ccc(Cl)cc2)no1	25
Cc1cnc2ccc(Oc3ccccc3-c3ccccc3)nn12	107
Cc1nc(NC(=S)Nc2ccc(F)cc2)sc1C(=O)NNC(=S)Nc1ccc(F)cc1	48
CCCC[C@H](NC(=O)[C@H]1CCCN1C)C(=O)N(C)[C@H](C[C@@H](OC(C)=O)c1nc(C(=O)N[C@@H](Cc2ccccc2)C[C@H](C)C(=O)OCC)cs1)C(C)C	-29*
Cc1[nH]n(-c2cccc(Cl)c2)c(=O)c1/C=C1\C=Nc2ccc(Br)cc21	39
COc1ccc(NC(C)=O)c(N)c1	100
CCOC(=O)C1=C(C)Nc2nc3ccccc3n2C1c1cccs1 (stereo unspecified)	99
C=C(C)CSC(=S)NNc1ccccc1	102
CC(C)=CCN1CCC(C(=O)Nc2ccc(-c3nc4ccccc4[nH]3)cc2)CC1	89
